From PubChem
CCHF vOTU inh – blocks the CCHF virus ovarian tumor domain protease | inhibition, % at 11.5 µM | AID 651958 | CCHFV vOTU protease, Pep-AMC fluorescence | 370,000 tested, 0.55% active; further: 0% = vehicle wells with enzyme and 100% = no enzyme wells
Mtb UGM inh – Mtb UDP-galactopyranose mutase inhibition; P9WIQ1; purified UGM, fluorescence polarization probe displacement; inhibition, % at 10 µM; 320,000 tested, 0.06% active; in the data active means inhibition above about 10%, passing the limit was not always enough; inconclusive means no clear call, values can overlap the other calls
Target sequence (P9WIQ1 whole entry, looked up): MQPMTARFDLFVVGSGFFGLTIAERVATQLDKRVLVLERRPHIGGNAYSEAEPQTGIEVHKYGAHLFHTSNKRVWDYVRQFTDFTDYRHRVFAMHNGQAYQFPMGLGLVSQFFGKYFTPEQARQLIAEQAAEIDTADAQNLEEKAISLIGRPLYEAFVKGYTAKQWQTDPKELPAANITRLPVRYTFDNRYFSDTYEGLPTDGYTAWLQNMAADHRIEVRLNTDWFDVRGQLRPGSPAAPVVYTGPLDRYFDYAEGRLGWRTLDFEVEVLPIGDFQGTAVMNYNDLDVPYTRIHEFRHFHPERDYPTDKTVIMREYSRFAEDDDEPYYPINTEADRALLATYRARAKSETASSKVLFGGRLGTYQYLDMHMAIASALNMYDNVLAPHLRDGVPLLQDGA
FBA Mtb inh – inhibits M. tuberculosis FBA enzyme; P9WQA3; purified M. tuberculosis FBA, fluorescence read-out; inhibition, % at 1 µM; 360,000 tested, 2.3% active; AID 588726; in the data active means inhibition above about 27%;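 further: 0% = vehicle and 100% = reference inhibitor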
Target sequence (P9WQA3 whole entry, looked up): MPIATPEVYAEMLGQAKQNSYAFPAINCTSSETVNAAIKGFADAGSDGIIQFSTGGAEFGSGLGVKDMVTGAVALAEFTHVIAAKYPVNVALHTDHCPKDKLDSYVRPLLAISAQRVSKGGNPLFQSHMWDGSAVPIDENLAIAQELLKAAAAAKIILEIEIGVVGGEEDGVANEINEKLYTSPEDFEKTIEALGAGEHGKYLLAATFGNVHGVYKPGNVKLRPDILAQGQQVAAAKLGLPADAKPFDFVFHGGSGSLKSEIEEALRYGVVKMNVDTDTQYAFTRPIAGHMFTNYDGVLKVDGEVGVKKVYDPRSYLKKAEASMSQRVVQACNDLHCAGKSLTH
FadD28 FP inh – M. tuberculosis FadD28 bisubstrate binding inhibition; 360,000 tested, 0.22% active; FadD28 bisubstrate probe binding, fluorescence polarization; inhibition, % at 12.5 µM; AID 588549; in the data active means inhibition above about 8.5%, passing the limit was not always enough; inconclusive means no clear call, values can overlap the other calls
BoNT-F LC inh – blocks Botulinum neurotoxin F light chain protease; Multiplex microsphere protease cleavage assay, flow cytometry; inhibition, % at 10 µM; 360,000 tested, 0.22% active; in the data active means inhibition above about 35%, passing the limit was not always enough; inconclusive means no clear call, values can overlap the other calls; further: plate controls were buffer without enzyme for full effect and enzyme alone for no effect
BoNT-A LC inh2 – blocks Botulinum neurotoxin A light chain protease; multiplex microsphere protease substrate cleavage, flow cytometry; inhibition, % at 10 µM; 360,000 tested, 0.17% active; in the data active means inhibition above about 30%; inconclusive means no clear call, values can overlap the other calls; further: plate controls were buffer without enzyme for full effect and enzyme alone for no effect
BioA inh – blocks M. tuberculosis BioA enzyme activity | purified M. tuberculosis BioA enzyme, plate reader | inhibition, % at 9.99 µM | 360,000 tested, 0.096% active | AID 602481; in the data active means inhibition above about 40%; inconclusive means no clear call, values can overlap the other calls
PrPC TRFRET – inhibitors of human cell surface prion protein PrPC; P04156; TR-FRET read-out; inhibition, % at 13.8 µM; 370,000 tested, 0.43% active; in the data active means inhibition above about 24%; further: 0% = median of the test wells and 100% = reference compound wells
GDH-TPI inh – counter-screen for M. tuberculosis FBA inhibitors: GDH-TPI coupled enzymes; GDH-TPI coupled enzyme counterscreen, NADH absorbance; inhibition, % at 4.8 µM; 360,000 tested, 1.2% active; AID 588335;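 further: 0% = DMSO wells and 100% = wells lacking the enzyme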
The depositor's hits bear a star; u = inconclusive; x = no result given; + = active, no number. Unless noted, no stated cut-off is given here; in the data, active means inhibition above about 30%; inactive means the rest.

Molecule	CCHF vOTU inh	Mtb UGM inh	FBA Mtb inh	FadD28 FP inh	BoNT-F LC inh	BoNT-A LC inh2	BioA inh	PrPC TRFRET	GDH-TPI inh
CCOc1ccc(NC(=O)CN2CCN(CC(=O)Nc3cccc(F)c3)CC2)cc1	3	-0.6	153*	0.3	-29	-1.8	1.7	-6	-7
Cc1ccccc1OCc1nnc2n1CC(C)S2 (configuration not stated)	11	-0.3	0	-2.6	1	-0.5	-0.4	3	9
COc1ccc(-c2cc(C(=O)N3CCCCCC3)c3ccccc3n2)cc1OC	-4	x	3	-4.2	8	-0.5	-0.8	-3	12
CCOC(=O)C1CCN(S(=O)(=O)c2cccc(-c3cn4cccc(C)c4n3)c2)CC1	9	3.2	3	0.3	-6	0.6	1.0	6	20
CS(=O)(=O)Nc1cccc(C2=NN(C(=O)c3ccco3)C(c3ccco3)C2)c1 (configuration not stated)	-2	1.8	1	-2.6	2	-0.9	8.3	5	2
O=C(NCCCN1CCCC1=O)c1cc2c(s1)CCCCC2	-3	3.3	-5	-4.6	4	0.1	-1.4	-4	-15
CN(CCc1ccccn1)C(=O)CCC1CCCN(C(=O)c2c(F)ccc(F)c2F)C1 (configuration not stated)	-5	-2.7	0	-3.5	-15	-1.3	-1.0	-3	-5
Cc1ccc(NC(=O)Cn2cc(C(F)(F)F)cc(Cl)c2=O)cc1S(=O)(=O)N1CCCCC1	3	3.7	0	-3.8	-3	-2.9	-0.2	6	1
CC(O)(c1ccc(F)c(F)c1)c1nc(-c2ccccc2)cs1 (configuration not stated)	5	x	2	-1.3	-8	0.0	-0.2	7	-4
Cc1c(N(C(=O)Cc2cccs2)C2(C(=O)NC3CCCC3)CCCCC2)c(=O)n(-c2ccccc2)n1C	-9	1.5	-1	0.6	-2	-0.2	-0.2	5	1
COc1ccc(S(=O)(=O)NCc2csc(C)n2)cc1	9	-1.7	-1	-1.7	-1	0.1	x	4	0
CCC(C)[C@H]1CNCCN1CCc1cccc2ccccc12 (some centres not stated)	24	2.1	6	-1.5	-13	-0.3	0.8	2	7
CC(NC(=O)CSc1nc2ccccc2n1C)c1ccccc1 (configuration not stated)	9	0.9	-1	-1.8	1	4.2	0.2	1	7
Cc1ccc(C(=O)N2C(CC(=O)Nc3ccc(Cl)cc3)C(=O)NC3CCCCC32)cc1 (configuration not stated)	-8	-0.3	-2	-2.8	-4	-0.4	5.7	13	2
Cc1ccc(NC(=O)CN(C)C(=O)Cn2c(=O)oc3ccccc32)cc1	3	-1.0	5	-1.4	-3	0.2	5.2	10	1
CC(=O)NCCN1C(=O)S/C(=C\c2cccs2)C1=O	11	-1.2	2	0.8	-1	-0.3	3.2	-14	23
C=CCN(CC=C)C(=S)NC(=O)c1ccc(C)c(Br)c1	-6	-1.6	-2	-1.7	-2	-0.2	x	-6	-2
O=C(NC(Nc1nc2ccc([N+](=O)[O-])cc2s1)(C(F)(F)F)C(F)(F)F)c1cccnc1	18	-2.0	-5	-1.1	1	0.2	x	42*	21
COc1ccc(OC)c(S(=O)(=O)N2CCCC(C(=O)N3CCCCCC3)C2)c1 (configuration not stated)	2	-2.1	-2	-1.2	9	0.2	-0.5	6	0
CCCCn1c(N)c(N(CC(C)C)C(=O)c2c(CC)noc2C)c(=O)[nH]c1=O	-10	-1.0	2	-2.1	x	x	x	3	9
COC(=O)c1cc(NC(=O)CN2CCc3cc4c(cc3C2)OCCCO4)cc(C(=O)OC)c1	-4	1.3	5	-1.3	-11	0.7	2.8	1	6
C/C(=N/NC(=O)c1ccc(Cl)s1)c1ccc(NC(=O)COc2ccc(Cl)cc2)cc1	11	0.6	1	2.3	-5	0.3	1.6	-1	6
COc1cccc(C(=O)N2CCN(Cc3ccc(OC)cc3OC)CC2)c1	-7	-1.4	0	-4.7	-9	1.9	0.4	-8	-21
OCC(CO)(CO)N=Cc1cc(Br)ccc1O	-4	0.5	-2	-0.8	4	-0.1	1.5	2	5
CCOc1ccc(-c2cn(-c3ccc(OC)cc3)c(SC)n2)cc1	-18	0.1	-6	-1.2	-7	-2.0	0.3	4	8
COC(=O)CSc1nc2c(c(=O)n(C)c(=O)n2C)n1CCCc1ccccc1	12	0.5	4	1.3	-10	-1.7	x	1	-1
CC1(c2ccc3noc(-c4ccccc4)c3c2)OCCO1	7	-3.2	2	-3.4	10	0.0	0.2	3	8
O=C(c1ccc(F)cc1)c1ccc(N2CCCCC2)cc1	8	1.7	1	0.7	-12	-2.4	-2.2	11	9
CN(C)C(=O)CCC(=O)N(C)CC1CCCN(CCc2ccc(F)cc2)C1 (configuration not stated)	-9	2.3	188*	-4.7	-5	-1.6	7.0	-4	-1
CCCCC1=CC2=CC(=O)C(C)(OC(=O)CCc3ccccc3)C(=O)C2=CO1 (configuration not stated)	10	0.1	1	2.5	10	2.7	-2.8	-1	-1

Single records, from the list above:
CCOc1ccc(-c2cn(-c3ccc(OC)cc3)c(SC)n2)cc1 in the list: CCHF vOTU inh = -18; Mtb UGM inh = 0.1; FBA Mtb inh = -6; FadD28 FP inh = -1.2; BoNT-F LC inh = -7; BoNT-A LC inh2 = -2.0; BioA inh = 0.3; PrPC TRFRET = 4; GDH-TPI inh = 8
OCC(CO)(CO)N=Cc1cc(Br)ccc1O in the list: CCHF vOTU inh = -4; Mtb UGM inh = 0.5; FBA Mtb inh = -2; FadD28 FP inh = -0.8; BoNT-F LC inh = 4; BoNT-A LC inh2 = -0.1; BioA inh = 1.5; PrPC TRFRET = 2; GDH-TPI inh = 5

More structures
Molecule	CCHF vOTU inh	Mtb UGM inh	FBA Mtb inh	FadD28 FP inh	BoNT-F LC inh	BoNT-A LC inh2	BioA inh	PrPC TRFRET	GDH-TPI inh
Cc1nc2ccc(NC(=O)c3ccc([N+](=O)[O-])cc3[N+](=O)[O-])cc2s1	0	-3.7	2	0.4	-28	-5.9	x	-18	6
CCn1c(=O)n(CC(=O)N2CC(C)CC(C)C2)c(=O)c2ccccc21 (configuration not stated)	-2	-3.7	0	-2.0	0	-0.4	-2.7	2	-5
CC(=O)c1ccc(NS(=O)(=O)Cc2ccccc2)cc1	10	0.2	1	-0.1	0	0.9	x	2	35*
CCCc1cc(=O)[nH]c(SCC(=O)Nc2cc3c(cc2C(C)=O)OCO3)n1	-4	1.3	9	0.7	2	-0.9	-0.1	2	1
COc1ccccc1C(=O)NCCC(=O)NNC(=O)C1COc2ccccc2O1 (configuration not stated)	-9	5.4	-1	-1.7	-2	1.9	x	5	-1
O=C(N[C@@H]1C/C=C\C[C@@H](CC(=O)N(CCO)Cc2ccccc2)C(=O)N[C@H](Cc2ccccc2)COC1=O)OCC1c2ccccc2-c2ccccc21	1	3.1	-2	-1.6	-10	0.8	11	9	6
O=C(NC1CC1)C1CCN(Cc2cnn(-c3ccccc3)c2-n2cccc2)CC1	-2	0.0	2	0.6	-4	-1.6	x	-9	-1
COc1cccc(C(=O)NCC(=O)OCC(=O)NC2CCCCC2)c1	10	2.9	2	-1.3	2	0.1	0.9	-2	7
CC1(C)Cc2c(sc(NC(=O)C(=O)N3CCCC3)c2C(=O)O)CO1	5	0.0	0	-2.7	4	0.4	-0.7	-4	14
C/C(=N/NC(=O)CNC(=O)C1COc2ccccc2O1)c1ccc([N+](=O)[O-])cc1 (configuration not stated)	15	-1.1	2	-0.7	1	-1.5	0.6	-14	9
O=C(COC(=O)CCCNC(=O)c1ccc(Cl)cc1)NCc1ccccc1Cl	-2	1.1	-7	-1.4	21	0.1	-0.3	-3	7
C=CCNC(=S)NCc1ccc(CNC(=S)NCC=C)cc1	-3	-0.5	0	-2.2	1	0.4	-1.0	-5	8
Cc1ccc(C(=O)Nc2cc3c(oc2=O)CCCC3=O)cc1	-3	1.4	0	-3.7	5	0.6	x	-8	16
O=C1C2CC=C(Cl)CC2C(=O)N1CC1OCCc2ccccc21 (configuration not stated)	2	0.4	-4	-4.5	-10	-0.4	-0.3	-2	-4
CCCn1nc(C(=O)Nc2ccc3nc(N4CCOCC4)sc3c2)ccc1=O	4	x	1	-3.3	x	x	-0.7	3	2
COc1ccc(C(=O)Nc2ccc(NC(=O)c3cccc(F)c3)cn2)cc1	9	0.1	0	-0.1	-14	-1.7	-1.7	-3	6
Cc1cc2ccccc2c(=O)n1CC(=O)NCC(=O)N1CCN(c2ccccc2F)CC1	-3	0.1	2	0.2	11	4.3	-2.6	-3	12
CN(C)c1ccc(CCc2ccc(N)cc2)cc1	-10	-2.6	3	0.0	u	5.4	-1.4	13	-3
FC(F)(F)c1cnc(-c2cnc(-c3ccncc3)nc2)c(Cl)c1	1	-0.3	2	-1.7	-9	-0.9	x	2	-10
CC(=O)c1ccc(C(=O)Nc2nnc(-c3ccc(Cl)cc3)o2)cc1	7	-1.0	-2	-2.9	-3	-0.5	2.1	16	19
CCN1CCN(Cc2c(O)ccc3c(C)cc(=O)oc23)CC1	-356	-5.3	+	-1.1	8	0.8	-0.8	-8	17
CC(C)=CC(=O)Nc1nnc(-c2ccccc2C)s1	11	1.8	-5	-4.0	5	-0.6	x	-5	-7
CCOc1ccc(NC(=O)CCC(=O)N2CCSc3ccccc32)cc1	5	-0.8	0	-5.4	-3	-0.6	1.7	-10	-4
COc1ccc(CC(=O)Nc2sc3c(c2C#N)CC(C)(C)NC3(C)C)cc1OC	-5	-0.9	1	0.7	x	x	2.1	1	5
NC(=O)C1=CC2C3C=CC2(O)C(=O)OC3O1 (configuration not stated)	-7	x	1	-4.1	-2	-0.4	x	2	-7
O=c1[nH]c(NCc2ccccc2)nc2c1CCCC2	8	-0.5	1	-0.3	-9	-1.5	3.1	5	0
CCOc1ccc(NC(=O)CN(C)C(=O)CCCn2c(=O)oc3ccccc32)cc1OCC	-1	0.4	-3	-0.5	x	x	-2.7	0	3
c1ccc(-c2csc(Nc3ncccn3)n2)cc1	6	3.6	3	-1.2	1	-1.1	x	-5	-1

2 consecutive compounds out of the list so far, quoted:
Molecule	CCHF vOTU inh	Mtb UGM inh	FBA Mtb inh	FadD28 FP inh	BoNT-F LC inh	BoNT-A LC inh2	BioA inh	PrPC TRFRET	GDH-TPI inh
CC(C)=CC(=O)Nc1nnc(-c2ccccc2C)s1	11	1.8	-5	-4.0	5	-0.6	x	-5	-7
CCOc1ccc(NC(=O)CCC(=O)N2CCSc3ccccc32)cc1	5	-0.8	0	-5.4	-3	-0.6	1.7	-10	-4
